zVAD death inh – inhibitors of zVAD-triggered necroptosis, primary screen, L929 cells; L929 zVAD necroptosis rescue, ATP luminescence, 24 h; with zVAD 60 µM; viability rescue, % at 10 µM; 220,000 compounds, 0.38% hits; AID 1377, 2008;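 active means activation, scaled between plate controls, above about 75%, limit read from the data; inactive means activation under that limit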;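 further: 0% = zVAD with DMSO and 100% = DMSO alone without zVAD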
Rad51 HR inh – human RAD51 strand exchange inhibitors, primary screen, biochemical, fluorescence. hRad51 DNA strand exchange, fluorescence dequenching. inhibition, % at 10 µM. 200,000 compounds, 0.085% hits. AID 1385, 2008. DNA repair protein RAD51 homolog 1 (Homo sapiens), Q06609;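 active means inhibition above 40% at the single screening dose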;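 further: 0% = DMSO control wells and 100% = blanks with heterologous ssDNA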
Target sequence (Q06609 whole entry, looked up): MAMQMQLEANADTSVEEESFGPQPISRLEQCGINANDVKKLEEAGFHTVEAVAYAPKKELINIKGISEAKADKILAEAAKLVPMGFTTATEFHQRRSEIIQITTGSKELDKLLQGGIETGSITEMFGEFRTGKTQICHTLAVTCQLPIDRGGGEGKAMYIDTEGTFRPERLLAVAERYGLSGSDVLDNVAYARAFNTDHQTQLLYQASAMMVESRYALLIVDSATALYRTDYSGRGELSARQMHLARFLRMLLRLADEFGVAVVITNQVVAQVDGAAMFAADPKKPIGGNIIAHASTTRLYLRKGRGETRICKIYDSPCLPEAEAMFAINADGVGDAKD
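Material: Human Rad51 nucleoprotein filaments preassembled on unlabelled ssDNA | Also added: Labelled 47-mer dsDNA for strand exchange | Dosing: Single dose, 10 µM final compound | Schedule: 30-min compound preincubation and 15-min exchange, both room temperature | Technique: Fluorescence dequenching at 485/520 nm | Measure: Percent inhibition relative to plate controls and blanks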
eIF4E-4G inh – eIF4E–eIF4G protein interaction inhibitors, primary screen, biochemical, uHTS, TR-FRET, eIF4GI fragment | 220,000 compounds, 0.37% hits | TR-FRET eIF4E-eIF4GI(517-606) binding, 2 h | Eukaryotic translation initiation factor 4E (Mus musculus) + Eukaryotic translation … | AID 782, 2007 | inhibition, % at 21.7 µM;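 active means inhibition above about 30%, limit read from the data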;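 further: 0% = full FRET control wells and 100% = background wells lacking eIF4GI fragment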
Mdm2 ligase inh – MDM2-luciferase reporter signal enhancers, primary screen, MDM2 E3 ligase inhibitor project, cell-based, luminescence, 1536-well; signal enhancement, % at 5 µM; 210,000 compounds, 0.11% hits; cell-based MDM2 ubiquitination luciferase reporter, 2 h; 0 = plate control, 100 = twice control, blank-subtracted; E3 ubiquitin-protein ligase Mdm2 (Homo sapiens), Q00987;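 active means signal enhancement of 30% or more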;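 further: luminescence tracks abundance of the self-degrading MDM2-luciferase fusion protein; higher signal means inhibition of MDM2 E3 ligase activity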
Target sequence (Q00987 whole entry, looked up, the tested form may be a part): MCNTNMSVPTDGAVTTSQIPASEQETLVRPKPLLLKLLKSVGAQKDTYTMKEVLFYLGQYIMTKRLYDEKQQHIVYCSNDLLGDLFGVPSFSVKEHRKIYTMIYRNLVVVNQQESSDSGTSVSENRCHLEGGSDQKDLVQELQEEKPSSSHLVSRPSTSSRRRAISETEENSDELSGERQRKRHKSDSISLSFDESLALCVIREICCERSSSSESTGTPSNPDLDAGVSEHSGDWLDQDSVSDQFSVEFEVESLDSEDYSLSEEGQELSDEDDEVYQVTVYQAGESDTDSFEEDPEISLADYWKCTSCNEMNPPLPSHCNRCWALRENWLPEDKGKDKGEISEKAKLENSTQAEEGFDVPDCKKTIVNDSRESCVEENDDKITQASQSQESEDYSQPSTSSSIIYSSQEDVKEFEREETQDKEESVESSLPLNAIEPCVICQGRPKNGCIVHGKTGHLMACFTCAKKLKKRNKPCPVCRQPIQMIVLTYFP
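Test system: mammalian cells stably expressing self-ubiquitinating, self-degrading MDM2 E3–luciferase fusion; Amount: 2000 cells in each well; Medium: DMEM; Schedule: 4 h settle plus 2 h compound, 37 °C; Technique: SteadyLite luciferase luminescence after 15 min room-temperature reagent incubation; Benchmarks: plate control and blank wells.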
PERK inh – block of dimerizer-induced PERK translation repression, primary screen, PERK inhibitor project, CHO PERK-DD cells, SEAP luminescence, HTS. CHO PERK-DD fusion, SEAP luminescence translation reporter. inhibition, % at 5.6 µM. 220,000 compounds, 0.17% hits;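 active means inhibition above the mean inhibition of all tested compounds plus 3 SD, set separately per screening campaign, cut at about 2.9% in these data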;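 further: PERK kinase domain activated by AP20187 dimerizer at 100 nM; 0% = DMSO with dimerizer and 100% = rapamycin at 8.4 µM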
EBV gp42 inh – Epstein-Barr virus gp42 inhibitors, primary screen, biochemical, uHTS, fluorescence polarization | inhibition, % (tested at 21.74 µM) | AID 1085, 2008 | Fluorescence polarization binding assay, mP read-out | Glycoprotein 42 (Epstein-Barr virus (strain AG876)), Q1HVG2 | 220,000 compounds, 0.42% hits; in the data active means inhibition above about 50%
Target sequence (Q1HVG2 whole entry, looked up): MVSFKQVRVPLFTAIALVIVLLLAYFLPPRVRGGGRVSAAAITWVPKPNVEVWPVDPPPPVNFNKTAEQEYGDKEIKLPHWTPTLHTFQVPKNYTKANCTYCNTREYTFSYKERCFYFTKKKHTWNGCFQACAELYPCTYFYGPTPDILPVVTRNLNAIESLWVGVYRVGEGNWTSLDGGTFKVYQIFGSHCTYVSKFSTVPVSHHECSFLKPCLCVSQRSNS
KCC2 mod – KCC2 cotransporter modulators, thallium flux, primary screen, cell-based, HEK293 KCC2, FluoZin-2 fluorescence, MLSMR. KCC2 cells, thallium flux FluoZin-2 fluorescence. 190,000 compounds, 2.2% hits. B-score of Tl+ flux slope (higher = more flux/activation; lower = inhibition) at 10 µM. AID 1456, 2008;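 active means thallium flux slope and its plate-corrected score both differing from the plate sample mean at a set confidence after two filtering rounds, in either direction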;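 further: slope of fluorescence scaled to starting intensity during 10 to 20 s after thallium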
TNF necrop inh – inhibitors of TNF-alpha triggered necroptosis, primary screen, cell-based, Jurkat FADD-/-, single concentration | Jurkat FADD-/- TNF necroptosis rescue, ATP luminescence, 24 h; 0 = TNF only, 100 = no-TNF cells | activation (protection from cell death), % at 10 µM | 220,000 compounds, 0.068% hits;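 active means activation, meaning protection from cell death, of at least 50% relative to plate controls; inactive means activation below 50%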;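 further: necroptosis triggered by 40 ng/mL TNF-alpha added together with compound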
Calpain2 inh – inhibitors of pig calpain II, primary screen, biochemical, fluorogenic peptide substrate, 1536-well; purified calpain II, 30 min; inhibition, % at 16 µM; 220,000 compounds, 0.37% hits; AID 1236, 2008;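 active means inhibition above about 50%, limit read from the data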
An asterisk follows results filed as active; x = not tested or not shown; [ ] = another dose, or the depositor's remark.

SMILES,zVAD death inh,Rad51 HR inh,eIF4E-4G inh,Mdm2 ligase inh,PERK inh,EBV gp42 inh,KCC2 mod,TNF necrop inh,Calpain2 inh
Clc1cncc(Cl)c1N/N=C/c1ccccc1,-0.4,17,-1,-6,0.2,-5,0.55,-6.3,5
Cc1cc(C)c(NC(=O)NC(=O)C(Cl)(Cl)Cl)c(C)c1,-0.3,0,4,-19,3.5*,5,-0.34,0.3,14
Cc1cc(C)nc(SCCn2c(N3CCCCC3)nc3c2c(=O)n(C)c(=O)n3C)n1,-0.4,-9,3[fluorescence artefact?],-1,-1.1,-9,0.41,-0.7,-5
Cc1ccc(NC(=O)CN2C(=O)NC(C)(c3ccc(Cl)cc3)C2=O)cc1S(=O)(=O)N1CCOCC1 (stereo unspecified),-0.5,-2,3[fluorescence artefact?],2,0.2,-1,0,-0.9,5
Cc1cccc(NC(=O)NNS(=O)(=O)c2ccc(F)cc2)c1,0.5,0,0,-14,0.0,-21,0.98,2.2,-6
CCn1ccc(C(=O)Nc2ccc(Cl)cn2)n1,2.3,1,0,-16,0.0,-1,x,1.3,13
CCc1ccc2oc(-c3ccc(OC)cc3)cc(=Nc3cccc(C(=O)O)c3)c2c1,9.9,4,4,-15,-0.2,-2,-7.2*,-0.5,-127
Cc1n[nH]c(C)c1S(=O)(=O)N(CC(=O)N1CCc2ccccc21)c1ccc(C(C)C)cc1,-0.4,2,3,-3,-0.1,-26,x,0.2,14
COCCNC(=O)/C(C#N)=c1\s/c(=C\c2ccccc2OC(F)F)c(=O)n1Cc1ccccc1,0.3,x,-3,4,0.4,-51,0.31,0.2,-40
Fc1ccccc1CSc1nnc(-c2cccs2)o1,-0.1,3,5[fluorescence artefact?],x,0.4,-9,x,17,22
COc1ccc(-c2nc3cc(NC(=O)Cc4ccc(OC)c(OC)c4)ccc3o2)cc1,89*,1,11[fluorescence artefact?],-24,-1.2,-9,-0.39,-0.4,-178
CCN(CC(=O)Nc1ccccc1Br)C1CCCCC1,2.9,0,-2,3,1.5,-7,0.84,1.0,30
O=C(NCC(c1cccnc1)N1CCN(c2ccc(F)cc2)CC1)c1ccccc1 (stereo unspecified),0.4,3,-2,-14,-1.0,-4,x,1.1,2
CCOc1ccc(N2C(=O)CC(Sc3nc(C)cc(C)c3C#N)C2=O)cc1 (stereo unspecified),1.6,-2,-22,-6,1.1,-10,x,-1.0,21
CNC(=S)NCCN1CCOCC1,0.2,4,2,-10,0.7,-10,0.43,1.8,-2
Cc1cc(NC(=O)Cn2ccsc2=N)c([N+](=O)[O-])cc1C,1.1,9,-5,1,0.7,-19,-0.17,2.3,-27
c1nc(N2CCC3(CC2)OCCO3)c2c3c(sc2n1)CCCC3,0.0,8,10,-25,-0.3,-5,-0.63,-0.7,23
CC(=O)N(C)c1ccc(N=Nc2c(C)[nH]n(C(N)=S)c2=O)cc1,-0.1,-5,0,-40,2.0,-8,-0.031,-3.1,14
O=S(=O)(NC1CCCCC1)c1ccc(F)c2ccccc12,0.6,-6,-2,-6,-1.8,-1,x,-0.3,15
CN(Cc1nc2c(s1)CCCC2)C(=O)CCc1nnc(-c2ccc3c(c2)OCO3)o1,0.3,12,-4,-14,-2.0,-6,-0.37,7.8,-11
COc1ccc(C2C(C(=O)c3ccccc3)=C(C)Nc3nc4ccccc4n32)cc1OC (stereo unspecified),0.2,x,4[fluorescence artefact?],x,0.1,-17,-0.12,1.4,-36
CN=C(C)C1=C(O)C(C(=O)OC)C(C)(C)CC1=O (stereo unspecified),-0.2,-2,-1,-1,-0.1,-17,-0.046,-1.4,19
O=C(NCCCN1CCOCC1)c1ccc(CNS(=O)(=O)c2ccc(F)cc2)cc1,2.2,x,-22,-18,0.5,10,0.8,3.2,19
Cc1ccccc1N1CCN(S(=O)(=O)c2ccccc2)CC1,0.0,17,-3,-4,-0.2,-3,0.012,-1.6,9
CCCCNC(=S)Nc1ccc2[nH]c(=O)[nH]c2c1,-0.1,1,-1,0,1.8,-11,-0.22,-0.2,3
COc1ccc(NC(=O)CCNS(=O)(=O)c2cccc3nsnc23)cc1,1.0,4,-2,9,0.8,-10,0.53,2.8,-10
CC(=O)Nc1ccc(S(=O)(=O)Nc2cccc(C(=O)NC(C)(C)C)c2)cc1,0.2,1,3,-10,-0.4,-4,1,-2.7,4
CCNC(=O)Cn1cnc2c1c(=O)n(C)c(=O)n2C,0.0,-2,-4,-15,1.0,-11,-0.3,-2.3,-15
COc1ccc(OC)c(NC(=O)c2[nH]c(C)c(C(C)=O)c2C)c1,-0.4,-5,-3,7,-1.1,-15,-3.8,-3.0,-17
CCc1[nH]nc2c1C1(CCN(C(=O)c3ccccc3)CC1)C(C#N)=C(N)O2,-0.9,-11,0,-13,1.4,-19,0.055,-2.5,6

3 entries drawn at random from the list so far, as already listed:
SMILES,zVAD death inh,Rad51 HR inh,eIF4E-4G inh,Mdm2 ligase inh,PERK inh,EBV gp42 inh,KCC2 mod,TNF necrop inh,Calpain2 inh
CN(Cc1nc2c(s1)CCCC2)C(=O)CCc1nnc(-c2ccc3c(c2)OCO3)o1,0.3,12,-4,-14,-2.0,-6,-0.37,7.8,-11
CCc1[nH]nc2c1C1(CCN(C(=O)c3ccccc3)CC1)C(C#N)=C(N)O2,-0.9,-11,0,-13,1.4,-19,0.055,-2.5,6
COCCNC(=O)/C(C#N)=c1\s/c(=C\c2ccccc2OC(F)F)c(=O)n1Cc1ccccc1,0.3,x,-3,4,0.4,-51,0.31,0.2,-40

(more compounds)
SMILES,zVAD death inh,Rad51 HR inh,eIF4E-4G inh,Mdm2 ligase inh,PERK inh,EBV gp42 inh,KCC2 mod,TNF necrop inh,Calpain2 inh
COC(=O)C1=NN(N=O)C2(CC(=O)N(c3cc(C)cc(C)c3)C2=O)C1 (stereo unspecified),-0.2,7,14[fluorescence artefact?],-5,0.3,4,-1.3,-0.4,-24
Cc1ccc(CN(Cc2ccco2)C(=S)NCC(=O)O)cc1,-0.7,-8,8,-12,-0.1,-6,-1.5,1.4,12
Cc1ccc(C(=O)Nc2cccc(-c3nc4ncccc4o3)c2)cc1,2.0,21,0,-23,-1.8,-7,-0.8,0.8,-6
CCC/C(=C1/C(=O)CC(C)(C)C(C(=O)OC)C1=O)N1CCCC1 (stereo unspecified),2.1,6,-3,1,0.4,-9,2.3,1.4,24
O=C(N1CCOCC1)N1CCN(c2ccccn2)CC1,-0.7,0,5,-4,-0.5,-13,0.015,-1.4,-4
Cc1nnc(C)n1/N=C/c1cc2ccccc2nc1Cl,3.3,21,2,-11,0.3,-4,-0.51,-7.3,-16
Cc1ccccc1CN1CCN(Cc2ccccc2C(F)(F)F)CC1,1.2,5,-10,1,1.0,-22,0.02,0.1,-4
O=C(c1ccc2c3c(cccc13)C(=O)N(O)C2=O)N1CCCCC1,0.0,11,3,-11,0.5,-20,x,0.7,-4
CCCC1CCC(C2=N/C(=C\c3ccc(OC)c(OC)c3)C(=O)O2)CC1 (stereo unspecified),-0.2,7,-2,0,-0.5,-7,0.26,-2.0,-202
Cc1cc(C)c2nc(N3CCCC(C(=O)N4CCC(C(N)=O)CC4)C3)sc2c1 (stereo unspecified),-0.2,5,1,-12,-0.5,-11,-0.39,-7.1,2
CCOc1cc2[nH]c(=S)n(CCCN(CC)CC)c(=O)c2cc1OCC,0.1,1,2[fluorescence artefact?],-2,-0.2,-6,0.013,0.0,0
COc1ccccc1NC(=O)N1c2ccccc2NC(=O)CC1C (stereo unspecified),1.4,16,-1,-11,2.1,-5,0.58,-2.3,19
COc1ccc(/C(N)=N/OC(=O)CCc2ccccc2)cc1,8.1,5,1,-38,0.5,-4,0.22,-0.3,-7
O=C(Nc1nc(-c2ccc(Cl)cc2Cl)cs1)C1CCCO1 (stereo unspecified),2.0,8,11,-5,-0.1,-2,-0.75,2.8,18
Cn1c(NC(=O)c2ccccc2)c(-c2cccs2)c(=O)c2ccccc21,0.1,2,0,-5,-0.1,-5,1.2,1.3,-19
CSCCC(NS(=O)(=O)c1cccs1)C(=O)NCc1cccs1 (stereo unspecified),-0.1,-2,2,-4,0.2,0,0.77,-0.8,-31
Cn1c(-c2sc3cc(C(F)(F)F)cnc3c2-c2ccccn2)n[nH]c1=S,1.8,x,3,-18,0.3,-15,0.21,0.2,4
Cc1ccc(CNC(=O)C2CCC(=O)N2CCc2ccccc2)cc1 (stereo unspecified),0.4,3,-1,-25,1.7,-10,0.29,-0.7,-23
CC1=NN(Cc2ccccc2)C(=O)C1,0.2,21,19,0,0.6,-26,0.65,0.0,-5
COc1ccc(Cl)cc1NC(=O)C1CSC(c2ccncc2)=N1 (stereo unspecified),x,5,3,x,-0.4,4,0.73,-0.4,12
O=C(CCCCCNc1nc(=S)[nH]c2ccccc12)NCc1ccccc1Cl,-0.2,-2,-2,7,0.2,-5,0.21,1.5,-15
COc1ccc(N2CCN(C(=O)c3cn(C)c(=O)c4c3c3ccccc3n4C)CC2)cc1,2.3,132*,-1,-1,-1.2,-16,x,2.2,-26
CCN(C(=O)c1nn(-c2ccc(OC)cc2)c(=O)c2c1c1ccccc1n2C)c1ccc(OC)cc1,1.8,3,2,-2,0.6,3,-0.15,-0.6,-23
CCOc1ccccc1NC(=O)C(NCC1CCCCC1)c1ccccc1 (stereo unspecified),0.6,15,4,-1,1.0,-7,0.13,0.2,19
O=C(/C=C/c1ccccc1)Nc1nnc(-c2ccco2)o1,0.5,-5,1,-13,1.6,1,2.8*,1.0,0
COC(=O)c1ccccc1SC(CC(=O)c1ccccc1)c1ccc(F)cc1 (stereo unspecified),0.2,-3,4,2,0.9,-15,-0.46,-4.2,13
CO/N=C/C(=N\Nc1ccc(OC)cc1)C(=O)c1ccc(F)cc1,2.3,7,-3,1,1.4,-2,-0.015,1.2,6
Cc1nc2ccc(NC(=O)c3ccc(S(=O)(=O)N(C)C)cc3)cc2s1,1.4,3,-3,-24,0.0,-3,-1.9,-0.3,22
COC(=O)c1ccc(OC(=O)C2CC(=O)N(c3cccc(C)c3)C2)cc1 (stereo unspecified),-0.5,-5,4,2,0.8,-1,-1.4,-1.1,-33
O=C(OCC(=O)N1CCc2ccccc21)c1cncc(Br)c1,1.7,-6,-1,-11,-0.1,0,-0.43,-0.1,19

Assay outcomes from PubChem.
